FUS yeast rescue: qHTS for Suppressors of FUS Proteinopathy: Primary screen using FUS-linked yeast assay. AID 1347120, 2019. Potency, µM (top dose mostly 76.6 µM), inactives show at the top dose growth rescue (activation), actives largely listed as activators. S. cerevisiae FUS-expressing, growth rescue, OD600, 24 h. 390,000 tested, 0.24% active;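 further: potency means the concentration at half of the fitted maximal effect; plate controls were DMSO vehicle for no effect and reference control for full effect; nearly all actives have a fitted effect of over 55% in size; some results filed as inactive show a strong effect at the top dose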
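S. cerevisiae expressing FUS from galactose induction served as the toxicity model. Growth after 24hr at 30C, read as absorbance at 600 nm, indicates suppression of toxicity; compounds dosed at several concentrations.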
aSyn yeast inh: qHTS of alpha-syn Inhibitors. 370,000 tested, 0.14% active. Yeast expressing alpha-synuclein, growth rescue, BacTiter-Glo, 24 h. Potency, µM (titrated, usually from 46.1 µM), for inactives: at the top dose growth rescue (activation), most hits filed as activators; further: potency means the concentration at half of the fitted maximal effect; % of control where 0% means no effect; nearly all actives have a fitted effect of over 65% in size
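Screening used galactose-induced yeast with toxic alpha-synuclein levels, exposed to compound for 24 hr at 30 deg C. Cell growth, read with BacTiter-Glo luminescence, gave the measured signal.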
HEK293 tox: qHTS of GLP-1 Receptor Inverse Agonists: Cytotox Screen; HEK293 cAMP-luciferase reporter cells, luminescence, 24 h; Potency, µM (doses to about 38.3 µM), inactives show at the top dose activity change, negative = inhibition, actives largely listed as inhibitors; 410,000 tested, 0.13% active;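 further: loss of luciferase light is scored as toxicity; potency means the concentration at half of the fitted maximal effect; on the % scale 0 is the no-effect control and ±100 the full control effect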
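MLSMR compounds, 24 hr on cells at 37 deg C/5% CO2; luminescence after luciferase reagent (12 min RT). Inhibition counted as the undesired cytotoxic outcome.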
Akt phos inh: HTS Assay for Inhibitors of Akt Phophorylation: Primary Screen. 360,000 tested, 0.32% active. Neuro2A IGF-stimulated pAkt S473 HTRF, 20 min; active compounds read low. activity change, % for hits at 50 µM; in the data active means activity change below about -80%; inconclusive means mostly about -51% to -80%; further: on the % scale 0 is the no-effect control and ±100 the full control effect
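Neuro2A cells (4,500/well, DMEM with 0.5% FBS) were treated with compound at a single 50 µM final concentration, stimulated with 6 nM IGF for 20 min at 37 °C, and lysed. Phospho-Akt Ser473 was read by HTRF as 665/615 ratio ×10^4.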
GLP-1R inv ag: qHTS of GLP-1 Receptor Inverse Agonists (Inhibition Mode); HEK293 GLP-1R CRE-luciferase, luminescence, 24 h; GLP-1R form is constitutively active; 410,000 tested, 1.6% active; Glucagon-like peptide 1 receptor (Homo sapiens), P43220; Potency, µM (doses to about 38.3 µM), for inactives: at the top dose activity change, negative = inhibition, most hits filed as inhibitors; further: potency means the concentration at half of the fitted maximal effect; on the % scale 0 is the no-effect control and ±100 the full control effect; nearly all actives have a fitted effect of over 55% in size
Target sequence (P43220 whole entry, looked up): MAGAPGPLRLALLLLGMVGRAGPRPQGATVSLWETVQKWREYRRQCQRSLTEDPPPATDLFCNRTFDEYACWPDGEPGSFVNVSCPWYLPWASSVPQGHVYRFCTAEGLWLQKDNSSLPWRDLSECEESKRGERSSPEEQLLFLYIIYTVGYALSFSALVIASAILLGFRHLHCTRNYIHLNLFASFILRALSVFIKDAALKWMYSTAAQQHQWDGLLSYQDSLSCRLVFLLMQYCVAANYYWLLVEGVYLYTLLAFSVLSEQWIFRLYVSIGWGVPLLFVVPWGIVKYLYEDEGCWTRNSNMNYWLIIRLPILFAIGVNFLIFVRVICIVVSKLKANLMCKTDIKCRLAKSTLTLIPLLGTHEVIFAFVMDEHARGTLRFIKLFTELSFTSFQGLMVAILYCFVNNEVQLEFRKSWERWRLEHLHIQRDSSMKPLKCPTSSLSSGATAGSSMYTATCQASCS
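Inverse agonists were sought by their lowering of basal cAMP reporter luciferase output in HEK293 cells stably carrying constitutively active human GLP-1R, after 24 h compound treatment.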
MmCpn inh: Inhibitors of TCP-1 ring complex (TRiC) of Methanococcus maripaludis (MmCpn): qHTS; purified Mm-Cpn ATPase, ADP Transcreener TR-FRET; Potency, µM (top dose mostly 76.9 µM), for inactives: top-dose activity, negative = inhibition, hits mostly inhibitors; 330,000 tested, 0.031% active; AID 504842, 2011; further: potency means the concentration at half of the fitted maximal effect; on the % scale 0 is the no-effect control and ±100 the full control effect; nearly all actives have a fitted effect of over 80% in size
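Quantitative HTS used 25 nM Mm-CPN and 10 uM ATP in magnesium/KCl Tris buffer, pH 7.4, with 1 mM DTT. Hydrolysis ran 30 min at 37°C; ADP was read by HTRF.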
Abeta rescue: qHTS for compounds that reverse cellular toxicity of Amyloid beta (A-beta) peptide in yeast: Primary Screen; yeast expressing A-beta42, growth rescue, OD600, 48 h; response scale: 0% DMSO, 100% iron-clioquinol control; Potency, µM (doses to about 46.1 µM), without a hit: at the top dose growth rescue, hits mostly activators; 410,000 tested, 0.063% active; further: potency means the concentration at half of the fitted maximal effect; nearly all actives have a fitted effect of over 55% in size
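Growth rescue measured by 600 nm absorbance after 48 h yeast culture at 30 C with compound. Values normalized between DMSO and an equimolar ferric chloride plus clioquinol control.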
PTHR1 agonist: qHTS for PTHR1 Agonists: Primary Screen | Potency, µM (doses to about 115 µM), for inactives: at the highest dose activation, actives largely listed as activators | HEK293 GP2 PTHR1 cells, GloSensor cAMP luminescence, 1 h | 410,000 tested, 0.075% active | Parathyroid hormone/parathyroid hormone-related peptide receptor (Homo sapiens), Q03431; further: potency means the concentration at half of the fitted maximal effect; nearly all actives have a fitted effect of over 55% in size; some results filed as inactive show a strong effect at the top dose; inactives centre near -15; many of its hits are not listed in these tables
Target sequence (Q03431 whole entry, looked up): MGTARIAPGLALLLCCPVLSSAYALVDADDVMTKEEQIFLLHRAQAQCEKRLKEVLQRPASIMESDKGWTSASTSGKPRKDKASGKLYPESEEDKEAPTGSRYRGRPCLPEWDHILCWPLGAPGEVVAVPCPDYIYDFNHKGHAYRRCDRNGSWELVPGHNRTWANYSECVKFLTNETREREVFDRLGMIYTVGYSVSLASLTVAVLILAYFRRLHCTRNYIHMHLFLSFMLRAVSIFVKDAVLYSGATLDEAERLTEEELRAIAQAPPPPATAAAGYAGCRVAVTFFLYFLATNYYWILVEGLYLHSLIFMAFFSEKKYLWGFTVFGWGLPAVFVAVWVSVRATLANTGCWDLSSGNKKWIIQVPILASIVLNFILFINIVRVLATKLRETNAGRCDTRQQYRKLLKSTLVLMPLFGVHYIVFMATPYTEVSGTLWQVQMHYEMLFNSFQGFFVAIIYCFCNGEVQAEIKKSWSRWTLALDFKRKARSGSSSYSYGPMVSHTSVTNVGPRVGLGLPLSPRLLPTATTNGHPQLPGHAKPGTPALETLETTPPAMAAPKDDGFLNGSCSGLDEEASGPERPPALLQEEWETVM
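HEK-293-derived GP2 cells expressing PTHR1 and a GloSensor cAMP reporter, 3,000/well, plated overnight, given luciferin plus IBMX (each 0.5 mM as added) for 1 h at 37 °C, then compound for 1 h at 37 °C. Luminescence was read after 15 min at room temperature.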
TDP43 rescue: qHTS of TDP-43 Inhibitors; Potency, µM (top dose mostly 46.1 µM), without a hit: top-dose growth rescue (activation), hits mostly activators; TDP-43 expressing yeast growth rescue, BacTiter-Glo, 24 h; 410,000 tested, 1.8% active; further: potency means the concentration at half of the fitted maximal effect; % of control where 0% means no effect; nearly all actives have a fitted effect of over 50% in size
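Growth rescue of TDP-43-toxic yeast measured as ATP luminescence (BacTiter-Glo). Cells grown to mid-log in raffinose, induced in galactose at OD600=0.02, exposed to compound 24 hr at 30 deg C.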
An asterisk follows results filed as active; i = inactive; ? = inconclusive; . = no result given; & = joins results of further samples; [ ] = remark or other dose. Unless noted, the call rests on the fitted dose curve; in most records, active means well fitted curve in the direction sought with a large enough effect; inconclusive means small, poorly fitted or top-dose-only effect, or another doubt; inactive means no such curve, though single readings can be large; an effect the other way counts as inactive or inconclusive. This is a subset, so the mix of outcomes need not match the whole.

1	COc1ccccc1Oc1nc(-c2cccnc2)nc2ccccc12
2	CC1CN(C(=O)N2CCC(C(=O)NC3CCCCCC3)CC2)c2cc(Cl)ccc2O1 (stereo not drawn)
3	Cc1cccn2c(=O)nc(SCC(=O)NC3CCCCC3)nc12
4	COc1cc(NC(=O)N2CCOCC2)cc(OC)c1
5	COc1cc(C2(c3ccc(O)c(OC)c3)C(=O)Nc3c(Br)cc(Br)cc32)ccc1O
entry no.	1	2	3	4	5
GLP-1R inv ag	?	33%	34%	2%	?
Akt phos inh	i	.	i	i	i
Abeta rescue	-2%	9%	-5%	-3%	14%
TDP43 rescue	.	1%	7%	-7%	0%
MmCpn inh	-4%	.	1%	0%	.
PTHR1 agonist	i	i	-10%	-7%[57.5 µM]	-13%
HEK293 tox	2%	-4%	5%	15%	-24%
aSyn yeast inh	6%	.	0%	-3%	-7%
FUS yeast rescue	?	-11%	-15%	-22%	4%

6	CCOc1cc(CN2CCc3c([nH]c4ccccc34)C2)ccc1OC
7	COc1ccccc1CNc1nc(-c2ccco2)nn1S(=O)(=O)c1ccc(Cl)cc1
8	Nc1ccc(Oc2ccc3nc(-c4ccccc4)c(-c4ccccc4)nc3c2)cc1
9	Cc1ccc(O)c(C(=O)c2cnn(C(=O)Cc3csc(C)n3)c2)c1
10	CSc1nc2nc(-c3ccccc3)cc(C(F)(F)F)n2n1
entry no.	6	7	8	9	10
GLP-1R inv ag	?	?	-17%	?	0%
Akt phos inh	i	.	i	i	i
Abeta rescue	7%	10%	-52%[inhibitor]	-50%[inhibitor]	-5%
TDP43 rescue	4%	9%[9.22 µM]	?	27%	26%
MmCpn inh	2%	.	1%	-3%	-1%
PTHR1 agonist	i	i	-20%	?	i
HEK293 tox	?	13%	13%	-51%	-1%
aSyn yeast inh	4%	.	3%	-16%	4%
FUS yeast rescue	12%	?	6%	5%	8%

11	CC1CC(C)CN(S(=O)(=O)c2ccc(NC(=O)CN3CCCCCC3)cc2)C1 (stereo not drawn)
12	Cc1ccc(NC(=O)COC(=O)c2ccccc2-c2nc3ccccc3s2)c(C)c1
13	N/C(=N\OC(=O)c1ccc(Cl)cc1Cl)c1ccc(Cl)cc1
14	Cc1ccc(C2(C)NC(=O)N(CC(=O)N(c3ccccc3)C3CCS(=O)(=O)C3)C2=O)cc1 (stereo not drawn)
15	COc1ccc(C(=O)Sc2nncc3ccccc23)cc1
entry no.	11	12	13	14	15
GLP-1R inv ag	11µM*	?	-18%	-13%	2%
Akt phos inh	i	i	i	i	i
Abeta rescue	13%	0%	-35%[inhibitor]	12%	12%
TDP43 rescue	-5%	?	10%	-5%	-24%[9.22 µM]
MmCpn inh	1%	-2%	-1%	-3%	2%
PTHR1 agonist	-4%	-6%	i	i	-14%
HEK293 tox	?	-1%	3%	2%	-4%
aSyn yeast inh	0%	21%	-42%[inhibitor]	2%	1%
FUS yeast rescue	2%	-2%	19%	26%	-10%

16	O=C(CSc1n[nH]c(=O)[nH]c1=O)N1CCCCCC1
17	CCOC(=O)N1CCN(c2ccc(Cl)cc2)CC1
18	O=C(C1CCCN(S(=O)(=O)c2ccc(F)cc2)C1)N1CCCC1 (stereo not drawn)
19	CCN(CC)c1ncnnc1-c1ccccc1
20	CC(C)CC(=O)NC(=S)Nc1nc(-c2ccccc2)cs1
entry no.	16	17	18	19	20
GLP-1R inv ag	6%	-8%	-18%	26%	?
Akt phos inh	i	i	i	i	i
Abeta rescue	17%	28%	12%	5%	17%
TDP43 rescue	11%	22%	5%	6%	10%
MmCpn inh	2%	2%	0%	3%	-3%
PTHR1 agonist	?	-46%[inhibitor]	i	i	i
HEK293 tox	8%	1%	0%	-9%	-13%
aSyn yeast inh	9%	9%	2%	-8%	0%
FUS yeast rescue	48%	.	4%	.	.

21	COc1ccc(Br)cc1CN(C)C(=O)Cc1ccc(S(=O)(=O)N2CCOCC2)s1
22	CCOc1ccc(C2C(C#N)=C(N)Oc3cc(O)ccc32)cc1OCC (stereo not drawn)
23	COc1ccccc1-c1ccc(/C=C2/C=C(CC(C)C)OC2=O)o1
24	C/C=C/C(=O)OCC(=O)Nc1cccc(S(=O)(=O)NC2=NCCCCC2)c1
25	Cc1cccc(NC(=O)CCCN2C(=O)c3ccccc3C2=O)n1
entry no.	21	22	23	24	25
GLP-1R inv ag	-18%	9%	-4%	12%	0%
Akt phos inh	i	i	i	i	-111%*
Abeta rescue	13%	-3%	-8%	-13%	1%
TDP43 rescue	12%	2%	2%	-10%	-17%
MmCpn inh	-2%	-1%	-6%	2%	1%
PTHR1 agonist	-26%	-55%[inhibitor]	-10%	i	i
HEK293 tox	-22%	46%[activator]	62%	-3%	-1%
aSyn yeast inh	-1%	-1%	3%	-2%	-8%
FUS yeast rescue	27%	9%	.	3%	7%

26	Cc1nnc(N(C)C(=O)Cc2ccc3c(c2)OCO3)s1
27	CCC(C)NC(=O)Cc1ccc(-c2ccccc2)cc1 (stereo not drawn)
28	CCN(CC(=O)NCc1ccc(F)cc1)C(=O)/C=C/c1cc(OC)ccc1OC
29	O=C1C(Nc2cccc(O)c2)=C(N2CCCCC2)C(=O)c2ccccc21
30	N#Cc1ccc(CSc2nc(N)cc(N)n2)cc1
entry no.	26	27	28	29	30
GLP-1R inv ag	23%	-27%	-15%	?	7%
Akt phos inh	i	i	i	i	i
Abeta rescue	5%	-5%	10%	14%	-3%
TDP43 rescue	?	7%	5%	-6%	.
MmCpn inh	0%	0%	-5%	-3%	-4%
PTHR1 agonist	i	-6%	i	-12%	i
HEK293 tox	16%	-3%	58%[activator]	3.5µM*	1%
aSyn yeast inh	1%	-22%	2%	-28%	-6%
FUS yeast rescue	18%	-10%	6%	20%	30%

31	CCOC(=O)c1c(CN(CC)CC)oc2ccc(OC)cc12
32	COc1ccc(-c2ncccc2O)cc1
33	Cc1c(C(=O)NN2CCN(C)CC2)cccc1[N+](=O)[O-]
34	CC(C)c1nnc(NC(=O)CCC(=O)N2CCC(Cc3ccccc3)CC2)s1
35	CC(C)(C)[C@@H]1C=C(C(=O)N2CCN(Cc3ccc4c(c3)OCO4)CC2)O[C@H](OCc2ccc(CO)cc2)C1
entry no.	31	32	33	34	35
GLP-1R inv ag	-17%	0%	0%	?	?
Akt phos inh	i	i	i	i	i
Abeta rescue	10%	-3%	20%	-1%	8%
TDP43 rescue	13%	0%	-4%	9%	7%
MmCpn inh	-1%	-2%	-8%	-1%	.
PTHR1 agonist	-1%[57.5 µM]	-1%[57.5 µM]	-39%[inhibitor][57.5 µM]	0%	-35%
HEK293 tox	-17%	-2%	-7%	-2%	-18%
aSyn yeast inh	4%	-12%	2%	-1%	9%
FUS yeast rescue	3%	-9%	-22%	32%	10%

36	CCN1CCN(C(=O)CN(Cc2ccccc2)S(C)(=O)=O)CC1
37	Cc1ccc2ccc(C(Nc3ccccn3)c3ccccc3)c(O)c2n1 (stereo not drawn)
38	Cc1cc(/C=C(\C#N)C(=O)Nc2ccccc2)c(C)n1-c1cccnc1
39	CCOC(=O)[C@]12CCCC=C1N(Cc1ccc(Cl)cc1Cl)C(=O)[C@H](CC(=O)N1CCC(c3ccccc3)CC1)C2
40	Cc1ccccc1-n1nnnc1SCc1csc(-c2ccccc2)n1
entry no.	36	37	38	39	40
GLP-1R inv ag	1%	?	15%	11%	?
Akt phos inh	i	i	i	i	i
Abeta rescue	8%	-20%&28%	9%	6%	5%
TDP43 rescue	-2%	?	25%	11%	?
MmCpn inh	0%	1%	2%	.	-4%
PTHR1 agonist	i	-19%&10%	-33%[inhibitor]	-17%	-19%[57.5 µM]
HEK293 tox	-6%	-23%&-6%	-6%	5%	-7%
aSyn yeast inh	0%	16%	-7%	-2%	1%
FUS yeast rescue	17%	16%&-8%	-20%	41%	22%

Single records, from the list above. Order of screens: GLP-1R inv ag | Akt phos inh | Abeta rescue | TDP43 rescue | MmCpn inh | PTHR1 agonist | HEK293 tox | aSyn yeast inh | FUS yeast rescue
Listed for CCN1CCN(C(=O)CN(Cc2ccccc2)S(C)(=O)=O)CC1 : 1% | i | 8% | -2% | 0% | i | -6% | 0% | 17%
Listed for Cc1ccccc1-n1nnnc1SCc1csc(-c2ccccc2)n1 : ? | i | 5% | ? | -4% | -19%[57.5 µM] | -7% | 1% | 22%
Listed for Cc1cc(/C=C(\C#N)C(=O)Nc2ccccc2)c(C)n1-c1cccnc1 : 15% | i | 9% | 25% | 2% | -33%[inhibitor] | -6% | -7% | -20%

Continued.
41	CC(C)CC(COCc1ccc([N+](=O)[O-])cc1)N1CCN(C(=O)c2ccc(C(F)(F)F)cc2)CCC1=O (stereo not drawn)
42	NS(=O)(=O)c1ccc(NC(=O)c2ccc(S(=O)(=O)N3CCCCCC3)cc2)cc1
43	CCOc1ccc(N2CC(=O)Nc3ccccc3NCC2=O)cc1
44	Cc1ccc2nc(/C(C#N)=C\c3ccc(Oc4ccc(C(F)(F)F)cc4[N+](=O)[O-])cc3)[nH]c2c1
entry no.	41	42	43	44
GLP-1R inv ag	?	-23%	22%	-12%
Akt phos inh	i	i	i	i
Abeta rescue	4%	-6%	-6%	12%
TDP43 rescue	24%	13%	0%	17%
MmCpn inh	0%	0%	-3%	-1%
PTHR1 agonist	-3%	-36%[inhibitor]	i	-25%
HEK293 tox	-11%	3%	0%	0%
aSyn yeast inh	9%	-9%	-14%	1%
FUS yeast rescue	43%	6%	35%	2%

High-throughput results (PubChem BioAssay)
